# Assay outcomes as filed in PubChem.
# esBAF inh: SWI/SNF esBAF complex inhibition. hit rate 2% among 350,000. reporter increase, % at 12.5 µM. mouse ES cells, Bmi1-luciferase knock-in reporter, 24 h; 100% = twice the neutral-well signal; in the data active = activation above about 40%;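 also: 0% = median of the plate's neutral control wells and 100% = double that signal; a rise in the Bmi1 reporter signal indicates esBAF inhibition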
# ERp5 inh: blocks human ERp5 reductase activity on insulin | AID 651711 | ERp5 insulin aggregation, absorbance 650 nm, 90 min | inhibition, % at 9.99 µM | hit rate 0.05% among 350,000 | Q15084;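 active = mean replicate inhibition above about 25%, with every replicate also reaching it, limit read from the data, passing the limit was not always enough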
# RAD54 inh: blocks human RAD54 Holliday junction branch migration; inhibition, % at 10.4 µM; FAM/BHQ fluorescence; AID 602329; hit rate 0.14% among 360,000;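 active = mean normalized replicate activity at least 40 and at least half of replicates scoring 40 or more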;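 also: 0% = median of neutral control wells and 100% = median of positive control wells; inhibitors cause a drop in the FAM fluorescence signal; in these data hits start at about 50%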
# Target sequence (Q92698 whole entry, looked up): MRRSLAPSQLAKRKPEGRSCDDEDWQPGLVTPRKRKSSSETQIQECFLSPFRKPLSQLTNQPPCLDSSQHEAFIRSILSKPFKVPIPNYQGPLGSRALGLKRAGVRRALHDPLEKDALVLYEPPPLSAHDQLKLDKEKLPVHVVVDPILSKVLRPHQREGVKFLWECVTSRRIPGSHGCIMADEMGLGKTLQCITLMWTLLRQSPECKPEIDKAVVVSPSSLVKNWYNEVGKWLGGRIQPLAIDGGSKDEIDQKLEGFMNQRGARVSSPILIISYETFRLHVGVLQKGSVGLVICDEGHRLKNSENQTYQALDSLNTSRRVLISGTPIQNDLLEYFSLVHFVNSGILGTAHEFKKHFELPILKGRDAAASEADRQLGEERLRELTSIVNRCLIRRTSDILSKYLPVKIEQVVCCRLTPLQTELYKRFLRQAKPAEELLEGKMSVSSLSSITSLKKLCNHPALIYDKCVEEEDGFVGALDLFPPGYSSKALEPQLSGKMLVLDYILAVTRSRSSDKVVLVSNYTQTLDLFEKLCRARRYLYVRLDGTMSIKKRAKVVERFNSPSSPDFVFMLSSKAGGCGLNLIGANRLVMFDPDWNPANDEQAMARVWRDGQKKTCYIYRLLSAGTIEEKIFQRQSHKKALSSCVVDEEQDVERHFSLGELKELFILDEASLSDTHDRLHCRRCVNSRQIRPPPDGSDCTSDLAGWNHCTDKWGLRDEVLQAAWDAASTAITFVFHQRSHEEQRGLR
# CASP6 VEID inh: inhibitors of human caspase-6; P55212; purified caspase-6, Z-VEID-R110 cleavage fluorescence; inhibition, % at 12.5 µM; hit rate 0.53% among 350,000;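 active = mean inhibition across replicates at least about 35%, with every replicate also reaching that limit, limit read from the data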;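 also: 0% = median of neutral control wells and 100% = no fluorescence left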
# Target sequence (P55212 24-179 limits assumed): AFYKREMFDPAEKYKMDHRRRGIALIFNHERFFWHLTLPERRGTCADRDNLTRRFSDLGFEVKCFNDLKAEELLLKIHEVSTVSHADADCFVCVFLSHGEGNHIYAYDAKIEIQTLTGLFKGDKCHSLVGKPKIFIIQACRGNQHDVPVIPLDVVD
# Target sequence (P55212 194-293 limits assumed): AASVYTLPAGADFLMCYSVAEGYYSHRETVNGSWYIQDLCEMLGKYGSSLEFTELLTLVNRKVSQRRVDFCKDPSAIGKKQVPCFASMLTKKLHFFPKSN
# PglD inh: blocks C. jejuni PglD acetyltransferase activity; inhibition, % at 12.5 µM; hit rate 0.098% among 360,000; purified PglD enzyme, DTNB colorimetric CoA detection; in the data active = inhibition above about 16%, passing the limit was not always enough; also: strong numbers were not always called active
# E-sel inducer: E-selectin induction on HUVECs; P16581; HUVEC E-selectin immunofluorescence imaging; normalized: neutral wells 0, TNF-alpha wells 100; activation, % at 7.58 µM; hit rate 0.37% among 260,000; AID 686992;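 active = mean E-selectin-positive cell signal at least 10% of the positive control, reached in at least 60% of replicates, without over 20% cell loss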;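 also: in these data hits start at about 27%; measured in HUVEC primary endothelial cells; signal is the percent of cells scored E-selectin positive by PE staining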
#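 assay system = HUVEC, human umbilical vein endothelial cells | input = 3,000 HUVEC seeded per well | medium = EGM-2 growth medium on 0.1% gelatin-coated wells | dosing = one compound dose added by pin transfer | signal = immunofluorescence imaging | read-out basis = % PE-positive cells | control set = TNF-alpha, DMSO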
# ARNT-TACC3 inh: disruptors of human ARNT/TACC3 interaction. Q9Y6A5. AlphaScreen His-ARNT PAS-B/GST-TACC3 binding, luminescence; TACC3 fragment carries E629A point mutation. inhibition, % at 9.99 µM. hit rate 0.66% among 390,000;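 active = mean inhibition of replicates at least 50% and at least half of replicates each reaching 50%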;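 also: 0% = complete ARNT plus TACC3 wells and 100% = ARNT alone without TACC3; many hits fall short of the cut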
# RAD52 inh: RAD52 (human) annealing inhibition; P43351; recombinant RAD52 DNA annealing, FRET fluorescence; inhibition, % at 18.7 µM; hit rate 0.46% among 360,000; AID 651710;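 active = every replicate showing at least 50% inhibition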
# The depositor's hits bear a star; . = not tested or not shown; & = joins results of further samples. Outcome played no part in choosing rows; any-hit rate near 3.2%.
SMILES,esBAF inh,ERp5 inh,RAD54 inh,CASP6 VEID inh,PglD inh,E-sel inducer,ARNT-TACC3 inh,RAD52 inh
O=C(O)c1ccc(N2CCN(Cc3ccc4c(c3)OCO4)CC2)c([N+](=O)[O-])c1,-4,-1,9,0,-1,0.6,-4,-5
CN(C(=O)COC(=O)c1cncc(Br)c1)C1CCCCC1,0,1,-4,3,2,-0.2,-4,-10
COc1ccc(-c2ccccc2[C@H]2[C@@H](C#N)N(C(=O)C3CC3)[C@H]2CO)cc1,.,3,.,2,.,0.2,.,-12
CCOC(=O)N1CCC(NC(=O)CC2C(=O)NCCN2Cc2ccccc2F)CC1 (centres undefined),-3,2,4,-3,-1,.,-1,-7
CO[C@@H]1CN(C)C(=O)c2ccc(NC(=O)NC3CCCCC3)cc2OC[C@@H](C)NC[C@H]1C,7,-2,5,.,0,-0.3,4,1
Cc1ccnc(N/C=C(/NC(=O)c2ccccc2)C(=O)NN)n1,-3,1,5,1,-11,.,5,2
C=CCc1cccc(CNc2nc3ccccc3n2CC)c1O,-4,.,1,.,-1,.,2,.
Cc1cc(=O)[nH]c(SCc2cn3ccccc3n2)n1,1,-2,.,0,.,.,15,-11
CCCC(=O)Nc1ccc2c(c1)OC[C@H](C)N(CCC)C[C@H](C)[C@@H](OC)CN(C)C2=O,1,.,-9,.,-4,-0.2,.,.
CCc1ccc(C2=NN(C(=O)OC)C(O)(C(F)(F)F)C2)cc1 (centres undefined),0,.,-6,.,-1,.,7,.
O=C(C[C@@H]1C[C@H]2c3cc(NC(=O)c4ccc5c(c4)OCO5)ccc3O[C@H]2[C@H](CO)O1)NCc1ccc(Oc2ccccc2)cc1,8,-3,5,2,-1,1.0,10,3
O=C(COC(=O)Cn1cnc2ccccc2c1=O)Nc1ccccc1Sc1ccc(Cl)cc1,-3,2,-9,0,4,.,.,-8
CCSc1nsc(NC(=O)Nc2cccc(F)c2)n1,-16,1,-8,-2,2,.,3,-1
CS(=O)(=O)N1CCN(C(=O)c2ccc(Cl)s2)CC1,2,-2,-3,1,1,.,-6,-11
COc1cc2c(C(=O)Nc3ccccc3F)cn(C)c(=O)c2cc1OC,-6,2,-6,-1,5,.,0,-7
Cc1ccc2c(c1)n([O-])c1c([n+]2=O)CCCC1,-8,.,-2,.,-4,.,0,.
C[C@@H]1CCCCO[C@H](CN(C)C(=O)c2ccncc2)[C@@H](C)CN([C@@H](C)CO)C(=O)c2cc(NC(=O)CCC(F)(F)F)ccc2O1,3,.,-4,.,-4,1.3,5,.
COCCN(C(=O)CSc1nnc(-c2ccccc2F)n1C)c1c(N)n(Cc2ccccc2)c(=O)[nH]c1=O,0,6,15,1,-3,0.0,-2,0
Cc1ccc(CN2CC(C(=O)Nc3ccc(S(=O)(=O)Nc4cc(C)nc(C)n4)cc3)CC2=O)cc1 (centres undefined),-8,.,-8,.,7,.,2,.
CCNCC(=O)Nc1c(C)cccc1C,-1,-1,-11,.,1,0.6,29,-3
Cc1cc(Cl)c(S(=O)(=O)NCCC(=O)O)cc1OCC(N)=O,-3,.,0,.,5,.,-17,.
CCCCNC(=O)c1ccccc1NS(=O)(=O)c1ccc2c(c1)OCCO2,-3,2,3,2,4,.,-2,-5
O=C(Nc1cccnc1)c1cc(-c2ccc(Br)cc2)nc2ccccc12,3,0,1,1,5,.,0,13
C=Cc1ccc(Cn2c(C)c(C(=O)NCc3ccccc3C(F)(F)F)sc2=O)cc1,-2,-7,3,2,-5,.,.,-13
CN(C)CCCN(C(=O)c1ccc(S(=O)(=O)N2CCCC2)cc1)c1nc2c(F)cc(F)cc2s1,-6,2,18,-3,-4,-0.1,-2,1

# Following part.
SMILES,esBAF inh,ERp5 inh,RAD54 inh,CASP6 VEID inh,PglD inh,E-sel inducer,ARNT-TACC3 inh,RAD52 inh
CCc1n[nH]c(=S)n1/N=C/c1ccccc1OCc1ccc(Cl)cc1,.,1,.,0,.,-0.3,.,-1
COc1cccc(S(=O)(=O)N(C)C[C@@H]2Oc3ncc(/C=C/c4ccccc4)cc3C(=O)N([C@H](C)CO)C[C@@H]2C)c1,-3,-4,2,-7,0,-0.3,-1,-4
Cc1ccc(Sc2nc3ccc(C)cn3c(=O)c2/C=N/O)cc1,-13,-1,3,-4,0,.,1,-19
O=C(CN1CCOCC1)N1CC[C@H]2[C@H](CO)Nc3ccc(Br)cc3[C@H]21,-3,.,0,.,2,0.4,-8,.
C[C@@H]1CCCCO[C@H](CN(C)Cc2ccncc2)[C@H](C)CN([C@@H](C)CO)C(=O)c2cc(NS(=O)(=O)c3cn(C)cn3)ccc2O1,1,-7,-4,0,1,0.0,-20,9
CS(=O)(=O)N1CC(C(=O)NC2CC2)Oc2ccc(Cl)cc21 (centres undefined),1,.,3,.,4,.,-3,.
COc1cc(NC(=S)N2CCN(S(=O)(=O)c3ccc(F)cc3)CC2)cc(OC)c1,-2,3,-11,-5,-3,.,-2,-17
CCCC#Cc1cnc2c(c1)C(=O)N([C@@H](C)CO)C[C@H](C)[C@H](CN(C)C(=O)c1ccc(F)cc1)O2,-1,-5,-2,28,-1,0.1,-5,12
O=C(C[C@H]1CC[C@H](NC(=O)Nc2ccccc2F)[C@@H](CO)O1)NCc1ccccc1,0,-3,3,3,1,-0.2,-15,-9
CN(C)CCCNC(=O)C[C@@H]1CC[C@@H]2[C@@H](COc3ccc(NC(=O)c4cccc(F)c4)cc3C(=O)N2C)O1,6,-3,-1,1,0,-0.1,0,-4
COc1cc(/C=C2\SC(=O)N(c3ccc(Cl)cc3)C2=O)cc([N+](=O)[O-])c1O,.,6,.,4,.,.,8,-9
COCC(=O)N1C[C@H](C)[C@H](OC)CN(C)C(=O)c2cc(NC(=O)Nc3ccccc3)ccc2OC[C@@H]1C,0,7,-20,.,-2,-0.1,6,12
CC(C)(C)n1ncc2c(=O)n(Cc3ccc(Cl)c(Cl)c3)cnc21,.,5,.,-1,.,0.1,9,-14
CCCNC(=O)C[C@H]1C[C@@H]2c3cc(NC(=O)c4ccc5c(c4)OCO5)ccc3O[C@@H]2[C@H](CO)O1,-5,.,7,.,-3,-0.3,-10,.
O=C(Nc1ccccc1C(=O)Nc1ccccc1C(=O)NCc1ccco1)c1ccco1,1,1,2,3,-2,.,6,-17
Cc1cc(NC(=O)c2cc(-c3cccnc3)nc3c(C)c(C)ccc23)no1,-12,.,2,.,-7,.,0,.
Cc1cc(Br)ccc1NC(=O)CSc1nnc(CN2CCOCC2)n1C,-3,4,-6,2,3,.,-6,-5
CCc1nnc(NC(=O)CSc2nc(-c3ccccc3)nc3ccccc23)s1,.,.,-7,.,-6,0.0,8,.
C/C(=C\C(=O)c1ccc(Br)cc1)NNC(=O)c1ccccc1,.,-6,.,-3,.,10,-4,0
Cc1ccccc1N(C(=O)CNC(=O)c1ccco1)C(C(=O)NC1CCCCC1)c1cccnc1 (centres undefined),1,-1,8,-4,0,0.1,-7,-22
CCCCC(CCC(=O)O)(C(=O)OCC)c1csc(Nc2ccc(OCC)cc2)n1 (centres undefined),1,4,-4,7,4,0.8,-3,-21
Nc1c([N+](=O)[O-])c(=O)oc2ccccc12,.,0,.,-2,.,1.8,3,-9
COc1cccc(NC(=O)N2CCCC2C(=O)Nc2ccc3c(c2)OCO3)c1 (centres undefined),-5,.,-2,.,-3,.,-2,.
Cc1cccc(NC(=S)NC(C)(C)CC(C)(C)C)c1,.,-9,.,-2,.,.,-3,7
NC(=O)NC(=O)CSc1nc(C2CCCCC2)n(-c2ccccc2)n1,.,0,.,3,.,.,-5,-3

# Next section; the last 3 above are carried over.
SMILES,esBAF inh,ERp5 inh,RAD54 inh,CASP6 VEID inh,PglD inh,E-sel inducer,ARNT-TACC3 inh,RAD52 inh
COc1cccc(NC(=O)N2CCCC2C(=O)Nc2ccc3c(c2)OCO3)c1 (centres undefined),-5,.,-2,.,-3,.,-2,.
Cc1cccc(NC(=S)NC(C)(C)CC(C)(C)C)c1,.,-9,.,-2,.,.,-3,7
NC(=O)NC(=O)CSc1nc(C2CCCCC2)n(-c2ccccc2)n1,.,0,.,3,.,.,-5,-3
Cc1cccc(N2CCN(C(=O)Cn3ccc4ccccc4c3=O)CC2)c1C,7,.,7,.,1,.,-6,.
O=C([C@H]1[C@H](CO)[C@H]2Cn3c(ccc(C4=CCCCC4)c3=O)[C@H]2N1Cc1nccs1)N1CCCCC1,-1,-1,5,0,1,-0.5,-14,-17
N#Cc1ccc(-c2ccc(OCC(=O)NCCCN3CCCC3=O)cc2)cc1,.,-3,.,-3,.,.,-8,-6
CCCCC(Sc1nc(C)c(Cc2ccccc2)c(=O)[nH]1)C(=O)O (centres undefined),-5,4,6,-3,-9,0.0,-2,-1
CSc1nc2c(C)c(C)c(C)c(C)c2[nH]1,-9,3,.,0,.,4.4,-1,-2
C[C@@H]1CN([C@H](C)CO)S(=O)(=O)c2ccc(Br)cc2O[C@H]1CN(C)C(=O)C1CC1,4&-9&4,1&2&-4,-9&-8&1,-1&-1&5,-3&3&0,0.3,1&-13,-1&4&23
COc1ccc(C(=O)N2CCCCCC2)cc1OC1CCN(C(C)=O)CC1,-2,-2,-5,1,1,-0.4,-5,1
Cc1cc2c(Nc3ccc(C(=O)O)cc3)ncnc2s1,9,1,-12,12,-23,.,3,-24
C[C@@H]1CN([C@@H](C)CO)S(=O)(=O)c2ccc(-c3ccc(C(=O)N(C)C)cc3)cc2O[C@@H]1CN(C)C,-4,1,0,1,1,0.5,-7,-9
O=C(Cc1ccccn1)N[C@H]1CC[C@@H](CCn2cc(-c3ccccc3)nn2)O[C@@H]1CO,-2,3,-7,-1,18,0.1,13,4
CC=Cc1ccc2n(c1=O)C[C@@H]1[C@@H](CO)[C@H](C(=O)NCC3CC3)N(Cc3ccccn3)[C@H]21 (mixture of isomers),-3,-2,5,-2,2,0.1,2,-46
COc1cc2c(C(=O)NCc3ccc(C)o3)cn(CC(C)C)c(=O)c2cc1OC,-21,.,3,.,4,.,5,.
O=C(O)c1ccccc1/C=N/n1c(C2CCCCC2)n[nH]c1=S,-3,4,8,3,8,.,-14,-11
S=C(NCc1ccco1)Nc1ccc(Oc2ccccc2)cc1,21,-1,3,1,0,0.5,-3,-32
C/C=C/c1ccc2c(c1)[C@@H]1[C@@H](CCN1C(=O)c1cnccn1)[C@H](CO)N2,-1,-2,8,0,-1,0.0,10,4
CC1(c2ccccc2)NC(=O)N(CC(=O)N2CCN(S(=O)(=O)c3cccs3)CC2)C1=O (centres undefined),-7,12,4,1,-8,-3.4,4,-11
O=C1N/C(=N\N=C\c2cccs2)SC1Cc1ccc(Cl)c(Cl)c1 (centres undefined),.,-3,.,-1,.,.,-1,1
CCC1CCCCN1C(=O)CCNS(=O)(=O)c1ccc2c(c1)oc(=O)n2C (centres undefined),0,3,0,6,0,.,-5,-16
Cc1cc(C)n(-c2ccc(C(=O)Nc3cccnc3Cl)cc2)n1,.,-7,.,3,.,-0.2,3,-8
COc1ccc(C2SCC(=O)N2CCc2ccc(OC)c(OC)c2)cc1 (centres undefined),.,-2,.,1,.,0.1,1,-16
O=C(C[C@H]1CC[C@H](NC(=O)Nc2ccc(C(F)(F)F)cc2)[C@@H](CO)O1)NCCN1CCCC1,-7,3,2,-1,-2,-0.3,-5,10
CC(C)NC(=O)Nc1ccc2c(c1)C(=O)N([C@@H](C)CO)C[C@H](C)[C@H](CN(C)C(=O)Nc1ccccc1)OCCCC[C@@H](C)O2,.,0,8,-4,-1,.,.,-9
CCc1c(C)nc2ncnn2c1NCc1cccs1,3,.,12,.,-1,.,-35,.
Cn1c(-c2csc(-c3cccc(C(F)(F)F)c3)n2)n[nH]c1=S,.,0,.,-7,.,1.2,-11,96*

# With a hit mark in RAD52 inh, among the entries above:
SMILES,esBAF inh,ERp5 inh,CASP6 VEID inh,PglD inh,ARNT-TACC3 inh,RAD52 inh
Cn1c(-c2csc(-c3cccc(C(F)(F)F)c3)n2)n[nH]c1=S,.,0,-7,.,-11,96*
